WT yeast gro inh: growth inhibition of WT yeast, mitochondrial fusion screen; mitochondrial fusion phenotypic screen, WT strain; inhibition, % at 10 µM; 2.1% of 190,000 active; AID 1362; in the data active = inhibition above about 58%; tested in S. cerevisiae
PMI inhibition: human PMI inhibitors, high substrate, primary screen, biochemical, fluorescence intensity, high mannose 6-phosphate (AID 1220); recombinant PMI enzyme, coupled fluorescence intensity; higher % means a stronger effect; inhibition, % at 20 µM; hits with a dose series show IC50 in µM; 0.66% of 190,000 active
Ins promoter up: MIN6 insulin promoter up-regulation. MIN6 insulin promoter-GFP reporter, high-content imaging; hits give high values. z-score at 5 µM. 0.3% of 190,000 active. AID 1625;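 active = z-score above 3 at 5 µM with at least 500 cells counted in the well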
Autophagy mod: alters autophagy in cells; calls only at 10 µM (by protocol); MEF GFP-LC3 puncta imaging; test concentration mostly 10 µM; 0.98% of 190,000 active;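 active = percentage of spot-positive cells more than 3 SD above its plate mean, without a fluorescence outlier flag or 80% toxicity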;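 note: spot-positive cell cutoff set from DMSO-treated cells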
Yfh1-off respiration: mitochondrial function rescue without frataxin homolog – Friedreich's ataxia, plus single-dose screen, dose response (AID 1465) | 0.074% of 220,000 active | S. cerevisiae Yfh1-off respiration, WST-1 reduction, 72 h; higher fold induction means a stronger effect | fold induction at 50 µM; hits with a dose series show EC50 in µM;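 active = fold induction of absorbance versus untreated yeast above a set limit, then at least 30% activation at any dose in follow-up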;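 note: activators that raise dye reduction in frataxin-depleted yeast; strong numbers were not always called active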
human PMI inhibition: MPI enzyme activity inhibition – biochemical, fluorescence intensity, coupled assay, primary screen (AID 1209); 0.42% of 190,000 active; inhibition, % at 20 µM; hits with a dose series show IC50 in µM; purified PMI enzyme, coupled fluorescence intensity; higher % means a stronger effect;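 note: plate controls were DMSO vehicle for no effect and wells lacking substrate for full effect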
bCat nuc transl: modulators of beta-catenin nuclear translocation | HeLa beta-catenin nuclear translocation, immunofluorescence imaging | nuclear translocation activity, % at 5 µM | 0.3% of 190,000 active;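 active = nuclear translocation activity above 50% at 5 µM, with a well cell count of 50 or more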;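 note: per-cell ratio of nuclear to cytoplasmic median beta-catenin stain intensity; plate controls were DMSO negative control for no effect and GSK-3 inhibitor IX positive control for full effect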
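Signal – beta-catenin immunofluorescence imaging with DAPI · Test system – human HeLa cell line · Dosing – 5 µM primary single dose, 0.1% DMSO, 0.02–20 µM confirmation series · Measure – % activation, nuclear-to-cytoplasmic median beta-catenin signal ratio per cell · Incubation – 24 h compound exposure at 37°C, 5% CO2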
Dynein cargo inh: blocks dynein driven cargo transport along microtubules; z-score, hits read low; 0.47% of 220,000 active; 3617.4 mouse cells, GR-EGFP nuclear translocation imaging; test concentration mostly 20 µM; stimulated with dexamethasone, 1 µM; hits give low values;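 active = plate z-score of nuclear minus cytoplasmic receptor signal below a set negative limit, without overly bright fluorescence or cell loss, cut at about -3.5 in these data, passing the limit was not always enough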;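 note: z-score of nuclear minus cytoplasmic ring GR-EGFP intensity difference per well; some compounds called inactive have numbers as strong as hits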
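Schedule: 48 h induction, then 1 h compound, then 30 min agonist, 37 °C. Buffer or medium: tetracycline-free induction medium containing charcoal-stripped FBS. Reagent: 1.0 µM final dexamethasone stimulus. Evaluation: nuclear versus cytoplasmic GR-EGFP signal, averaged per well. Signal: high-content fluorescence imaging after fixation.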
MT stabilize HCS: microtubule stabilization, imaging screen; 0.83% of 200,000 active; HeLa tubulin immunostaining HCS, 24 h; share of cells brighter than vehicle mean+2SD; AID 2205; % tubulin-high responders, % at 10 µM;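 active = plate Z-score above 3 for both tubulin-high and condensed-nucleus cell shares, with cell loss under 80%, at 10 µM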;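 note: anti alpha tubulin signal scored within the nucleus-defined area of each cell; some results filed as inactive read as strong as hits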
WT yeast gro inh mutant strain: second read-out of WT yeast gro inh, no call of its own (marks repeat the call); inhibition, %; mitochondrial fusion phenotypic screen, mutant strain inhibition
Dynein cargo inh cytoplasmic EGFP: also measured in Dynein cargo inh; calls as there; z-score; measured here: cytoplasmic GR-EGFP intensity; hits give high values
Dynein cargo inh nuclear GR-EGFP: further read-out of Dynein cargo inh, marked with its call; z-score; measured here: nuclear GR-EGFP intensity;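 lower value marks the stronger effect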
Dynein cargo inh cell count: second read-out of Dynein cargo inh, no call of its own (marks repeat the call); z-score; measured here: cell count per field
Ins promoter up cell count: second read-out of Ins promoter up, no call of its own (marks repeat the call); cell count; measured here: cytotoxicity, nuclei count;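 total cells summed across four imaged fields per well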
bCat nuc transl cell count 5 µM: recorded beside bCat nuc transl, whose call it bears; cell count; measured here: cell count, cytotoxicity flag
MT stabilize HCS Hoechst-high %: second read-out of MT stabilize HCS, no call of its own (marks repeat the call); % Hoechst-high responders; measured here: nuclear condensation Hoechst responders;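 share of cells brighter than vehicle mean plus two SD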
MT stabilize HCS cytotoxicity %: recorded beside MT stabilize HCS, whose call it bears; toxicity, %; measured here: cytotoxicity by cell density;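 0% = mean cell density of plate MIN control wells and 100% = no cells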
Autophagy mod cell loss 18 h: second read-out of Autophagy mod, no call of its own (marks repeat the call); toxicity, %; measured here: cell loss, nuclei count;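 cell loss after 18 h compound exposure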
* hit, by the source's call; i = inactive; / = not tested or not shown; + = active, no number; & = joins results of further samples. Cut-off read from the data, not from the text of the source, unless noted: active = inhibition above about 50%; inactive = the rest. Outcome played no part in choosing rows; 5% or so of the library scored in one or more.

SMILES	WT yeast gro inh	WT yeast gro inh mutant strain	PMI inhibition	Ins promoter up	Ins promoter up cell count	Autophagy mod	Autophagy mod cell loss 18 h	Yfh1-off respiration	human PMI inhibition	bCat nuc transl	bCat nuc transl cell count 5 µM	Dynein cargo inh	Dynein cargo inh cytoplasmic EGFP	Dynein cargo inh nuclear GR-EGFP	Dynein cargo inh cell count	MT stabilize HCS	MT stabilize HCS Hoechst-high %	MT stabilize HCS cytotoxicity %
COc1ccc(NC(=O)CCCCCN2C(=O)CCC2=O)cc1Cl	-13	9	-1%	/	/	i	-7	i	-2%	/	/	0.43	0.071	0.63	-0.58	1.8	0.6	2.7
CCOc1ccc(Nc2nc(Cc3nnc(SCC(=O)N(CC)CC)n3C)cs2)cc1	-9	-7	-4%	/	/	i	0	i	-9%	-2.8	524	-0.38	-0.23	-0.44	-0.061	2.1	2.0	4.9
O=C(CCn1nnc2ccccc2c1=O)NCC1CCC(C(=O)O)CC1 (stereo unspecified)	-11	10	9%	-0.11	1406	i	2	i	11%	-2.3	951	-0.05	-0.18	0.3	-0.11	2.9	1.0	7.3
Cc1ccc(S(=O)(=O)N(CCCO)Cc2cc3c(C)ccc(C)c3[nH]c2=O)cc1	-5	-6	0%	-0.52	963	i	-2	i	2%	-1.9	1208	0.65	0.028	0.75	-0.82	1.8	2.0	6.0
N#C/C(C(=O)N1CCOCC1)=c1\s/c(=C/c2ccncc2)c(=O)n1-c1ccccc1	/	/	17%	0.47	1146	/	/	/	10%	-5.6	1027	/	/	/	/	/	/	/
CCCCC(=O)/C=C/n1c(=S)oc2ccccc21	11	2	3%	/	/	i	4	i	7%	1.0	1173	-3.3	0.75	-2.6	1.4	2.4	2.1	3.4
CCOc1c(Br)cc(CNc2ccc(N3CCOCC3)cc2)cc1OC	/	/	/	-1.8	1077	/	/	i	/	0.1	1362	-0.79	-0.77	-0.25	0.034	/	/	/
COc1ccc(-n2c(SCC#N)nc3ccccc3c2=O)cc1	-3	26	-2%	-0.33	1290	i	1	i	1%	/	/	-0.86	-0.27	-0.07	0.26	2.3	1.9	25
Cc1nc(NCc2ccccc2)sc1C(=O)Nc1ccccc1	17	26	-5%	-0.74	1456	i	15	i	-14%	1.2	1091	1.1	-0.04	0.2	-1.7	4.5	1.3	7.5
CCOC(=O)C(C)Sc1ccc2nnc(-c3ccc(F)cc3)n2n1 (stereo unspecified)	6	11	-31%	1.2	1505	i	-4	i	-18%	-3.0	781	1.2	0.065	1.1	-2.1	6.0	2.3	8.9
Cc1c(C)c2cc(Cl)c(OCc3nn[nH]n3)cc2oc1=O	16	4	-6%	/	/	i	0	i	-3%	-0.7	1209	0.81	-0.22	0.061	-0.0098	4.3	0.9	1.1
O=C(NCCN1CCOCC1)c1csc2c1CCCC2	3	12	5%	-0.45	1818	i	-7	i	-2%	-0.2	998	0.51	-0.21	0.32	-1	2.2	1.9	7.5
CC(/C=C\c1cccnc1)=C/C(=O)O	-6&4	-11&6	6%&6%	1.2&0.42	1376&915	i	8&-4	i	3%&-3%	-2.3&2.4	836&1138	-0.95&1.7	-0.2&0.11	-0.014&1.7	0.26&-0.42	3.1&1.5	2.2&1.9	11&8.5
Cc1ccc(NC(=S)N(CCN(C)C)C(C)c2cccnc2)c(C)c1 (stereo unspecified)	14	11	-7%	/	/	i	8	i	-10%	-2.0	1034	0.86	0.27	1.4	-1.6	3.1	1.5	0.7
CCOC(=O)C(NC(=O)c1cccc(Cl)c1)(Nc1nnc(C)s1)C(F)(F)F (stereo unspecified)	-15	-19	-6%	-0.08	1193	i	20	i	-7%	-4.3	528	-0.095	-0.29	0.47	0.57	2.5	2.2	7.7
Cc1nn(-c2ccccc2)c(N)c1C(c1ccccc1)c1c(C)nn(-c2ccccc2)c1N	-14	5	15%	-0.26	1485	i	17	i	14%	-0.6	1118	-0.28	-0.28	-0.39	0.28	3.7	3.1	12
COc1cccc(-c2nc3ccc([N+](=O)[O-])cc3o2)c1	0	1	-4%	-0.07	1658	i	0	i	-2%	-2.2	1014	-0.46	-0.38	-0.22	0.78	5.9	0.8	2.8
CCc1cc2c(SCC(=O)C(C#N)=C3N(C)c4ccccc4N3C)ncnc2s1	17	7	10%	0.35	1057	i	-48	i	4%	1.3	1137	-0.38	-0.31	0.19	0.22	2.0	2.0	7.2
COc1ccccc1-n1c(SCC(=O)O)nnc1-c1ccc(S(=O)(=O)N2CCCCC2)cc1	-15	18	-2%	0.94	699	i	-2	i	9%	-3.2	1119	-0.62	-0.25	0.019	0.98	6.4	1.5	2.3
Cc1cc(Nc2ccccc2)n(-c2nc3ccccc3[nH]2)n1	70	76	5%	-1.6	1171	i	3	i	11%	1.1	1042	0.92	-0.18	1.2	-0.19	3.6	1.1	5.4
COc1ccc(NC(=O)N2CCCC2C(=O)NCc2ccc(F)cc2)cc1 (stereo unspecified)	-9	-2	-8%	0.14	1226	i	-1	i	-4%	-2.3	1185	-0.82	-0.25	-0.36	0.76	2.5	2.6	10
O=C(C1=C[C@@H](c2coc3ccccc3c2=O)C[C@@H](OCCCCO)O1)N1CCN(Cc2ccccc2)CC1	0	5	-4%	/	/	i	7	i	5%	3.7	972	2.6	-0.35	1.6	-0.18	1.1	0.5	0.1
O=C1CSC(c2ccccn2)N1c1ccc(Br)cc1 (stereo unspecified)	-10	2	-5%	-0.59	1346	i	17	i	-2%	0.9	1113	-0.68	-0.29	-0.26	0.67	4.0	2.3	0.8
Oc1c(N=NC(=S)Nc2ccccc2F)c2ccccc2n1Cc1ccccc1Cl	5	-7	1%	-0.08	1161	i	9	i	6%	3.3	1077	1.1	-0.16	0.94	-1.1	3.4	2.3	4.6
c1ccc(CN2CCN(c3nc(N4CCOCC4)c4ccccc4n3)CC2)cc1	/	/	/	/	/	+	13*	i	/	/	/	0.18	-0.29	0.18	1.4	3.9	2.2	5.5
CC(=O)Nc1cccc(NC(=O)C2CCCN2C(=O)Nc2cccc(F)c2)c1 (stereo unspecified)	16	29	-3%	0.89	1342	i	-5	i	-5%	0.1	1152	-0.32	-0.11	0.18	-0.42	4.0	3.1	5.6
C=CCn1c(=NC(=O)C2CCCCC2)sc2cc(NC(C)=O)ccc21	2	-8	8%	0.23	1860	i	5	i	8%	0.8	1185	-0.65	-0.23	-0.11	0.78	2.5	5.2	15
COC(=O)COc1cccc(-n2cnnn2)c1	17	2	6%	-1	1508	i	2	i	-1%	-1.1	985	0.075	-0.31	0.26	-0.37	4.9	2.6	9.8
CC(C)N1CCN(Cc2cccc3nonc23)CC1CCO (stereo unspecified)	-7	-5	16%	0.11	1425	i	1	i	17%	-0.4	977	-0.14	-0.35	-0.14	1.4	1.8	1.4	4.6
CCCCCCn1c(N2CCC(C(N)=O)CC2)nc2c1c(=O)[nH]c(=O)n2C	10	-6	6%	-0.16	1332	i	43	i	-2%	/	/	-0.54	-0.21	-0.16	0.79	2.0	1.1	7.8
CCOC(=O)c1c(NC(=O)c2cccs2)sc(CC)c1-c1cccs1	-1	22	17%	/	/	i	-1	i	9%	/	/	-1.6	0.1	-0.76	0.27	1.8	1.7	8.3
CCOC(=O)c1sc2cc([N+](=O)[O-])cc(SCC(C)C)c2c1N	6	3	2%	/	/	+	-2.7*	i	5%	1.2	1222	-0.82	2	0.11	-0.12	1.3	1.3	1.2
CC(=O)N(Cc1cccnc1)c1cccc(-c2nc3ccccc3s2)c1	23	11	-6%	0.41	1374	i	0	i	-3%	-0.2	972	-0.25	-0.26	-0.072	0.67	1.8	0.7	8.6
Cc1nn(Cc2ccccc2)c(N)c1C#N	11	4	2%	0.25	1060	i	-3	i	2%	-1.9	624	-0.066	-0.16	-0.21	0.57	1.7	1.6	8.4
CCN(CCO)Cc1csc2ccccc12	5	8	10%	0.07	1373	i	-8	i	4%	-0.8	984	-0.066	-0.22	0.1	0.25	3.0	1.9	3.1
CC(C)(C)C(=O)[C@@H]1[C@@H]2C(=O)N(c3ccc4c(c3)OCCO4)C(=O)[C@@H]2C2c3ccccc3C=CN21 (stereo partly specified)	4	7	9%	0.29	1419	i	-3	i	-14%	-1.6	1358	-0.87	0.75	-0.23	-0.047	1.8	2.3	10.0
CCCCNC(=S)NNC(=O)c1cccnc1	-11	2	1%	/	/	i	-3	i	-4%	-1.3	1128	0.38	-0.22	0.18	-0.41	2.6	2.4	3.6
CC(=O)Nc1ccc(S(=O)(=O)NNC(=O)COc2ccc(C(C)(C)C)cc2)cc1	-5	11	-4%	-0.67	1189	i	1	i	2%	2.8	1101	0.22	-0.36	0.33	-0.29	1.5	0.9	6.7
CC(NCCc1ccc(O)cc1)C(O)c1ccc(O)cc1 (stereo unspecified)	-11	1	0%	/	/	i	-3	i	-7%	/	/	0.69	-0.3	0.75	0.5	2.9	2.3	12
CNC(=S)NNC(=O)c1cccs1	/	/	/	-0.03	1084	/	/	i	/	0.1	1276	-0.62	-0.27	0.053	1.8	/	/	/

Compound activity deposited in PubChem by several laboratories.
